EP2 mod: EP2 receptor (human) modulation. induction, % at 25 µM. P43116. actives 0.83% (n = 260,000). EP2-expressing cells, cAMP HTRF FRET, PGE2 co-stimulation;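 active = compounds whose cAMP rise, as percent of the full-agonist control response, exceeds 60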;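 note: rat C6 glioma line stably carrying human EP2 under a CMV promoter; the protocol text gives 20 µM as final concentration; 100% = response of wells given 1 µM PGE2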
Target sequence (P43116 whole entry, looked up): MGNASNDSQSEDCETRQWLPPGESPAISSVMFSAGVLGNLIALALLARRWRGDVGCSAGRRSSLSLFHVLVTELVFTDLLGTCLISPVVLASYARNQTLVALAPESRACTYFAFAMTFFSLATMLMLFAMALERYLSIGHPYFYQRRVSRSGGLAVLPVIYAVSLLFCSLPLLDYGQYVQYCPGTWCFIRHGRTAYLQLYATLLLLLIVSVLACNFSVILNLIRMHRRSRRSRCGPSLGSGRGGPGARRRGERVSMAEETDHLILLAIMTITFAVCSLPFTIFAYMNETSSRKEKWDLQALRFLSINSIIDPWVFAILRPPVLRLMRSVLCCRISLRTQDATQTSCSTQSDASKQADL
NPY-Y1 PAM-ag: human NPY-Y1 potentiation or agonism, primary screen; P25929; NPY-Y1 expressing cells, potentiator/agonist activation; actives 0.37% (n = 220,000); activation, % at 3.6 µM; in the data active = activation above about 33%, passing the limit was not always enough;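 note: cells stimulated with NPY at EC10 then isoproterenol at EC100; 0% = low agonist plus stimulus and 100% = saturating agonist plus stimulus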
PPC-1+TRAIL kill: compounds killing PPC-1 cancer cells with TRAIL present (potentiator screen, no TRAIL-free arm). cell killing (% activity), % at 4 µM. actives 0.41% (n = 220,000). AID 1443. PPC-1 cells + TRAIL, ATPLite viability luminescence;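 active = cell killing above 50% in the first pass at 4 µM, then a duplicate retest at 5 µM averaging 50% or more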;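 note: plate controls were cells with TRAIL plus DMSO for no effect and medium-only wells lacking cells for full effect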
TRPML3 agonist: activates the human TRPML3 channel; HEK293 TRPML3-YFP, Fluo-8 calcium fluorescence; 100% = the carbachol control signal; Q8TDD5; activation, % at 3 µM; actives 0.29% (n = 220,000);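 active = activation above its plate's cutoff, the mean activation of the plate's test wells plus 3 SD, cut at about 12% in these data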;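 note: 0% = DMSO only wells and 100% = carbachol wells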
Target sequence (Q8TDD5 whole entry, looked up): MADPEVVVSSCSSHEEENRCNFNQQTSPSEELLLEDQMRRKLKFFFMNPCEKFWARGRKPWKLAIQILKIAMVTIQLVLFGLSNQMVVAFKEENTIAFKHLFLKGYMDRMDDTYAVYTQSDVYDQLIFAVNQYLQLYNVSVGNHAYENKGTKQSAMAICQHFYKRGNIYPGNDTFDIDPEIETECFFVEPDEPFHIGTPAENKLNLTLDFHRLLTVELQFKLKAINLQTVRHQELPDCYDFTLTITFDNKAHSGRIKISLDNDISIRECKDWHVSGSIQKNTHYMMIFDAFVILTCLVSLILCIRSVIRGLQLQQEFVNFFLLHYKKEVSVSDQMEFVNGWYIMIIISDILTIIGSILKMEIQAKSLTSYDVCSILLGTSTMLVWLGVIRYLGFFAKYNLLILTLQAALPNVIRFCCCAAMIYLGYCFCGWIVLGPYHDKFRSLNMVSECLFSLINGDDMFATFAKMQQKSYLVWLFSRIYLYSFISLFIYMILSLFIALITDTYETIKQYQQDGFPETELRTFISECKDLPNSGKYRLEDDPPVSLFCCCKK
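Test system: TRPML3-YFP stable HEK293 cells. Doses: single point at 3 µM. Incubation: dye loading 1 h 37 °C then 30 min ambient, 125 s read. Signal: Fluo-8 calcium dye fluorescence, ex 470-495, em 515-575 nm. Measure: percent activation from peak-to-basal fluorescence ratio, scaled between DMSO and carbachol.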
NPY-Y1 antag: NPY-Y1 (human) receptor antagonism; P25929; HEK293-CNG Y1 cells, membrane potential fluorescence; NPY at EC95, then isoproterenol; inhibition, % at 3.6 µM; actives 1% (n = 200,000); AID 1040;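 active = inhibition above the campaign mean inhibition of all tested compounds plus 3 SD, cut at about 20% in these data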;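 note: 0% = DMSO wells given NPY plus isoproterenol and 100% = isoproterenol alone without NPY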
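material = HEK293 cells with Y1 receptor plus CNG channel | also added = NPY 25 nM then isoproterenol 1 µM plus Ro 20-1724 25 µM | schedule = dye 3 h, compound 60 min room temperature, stimulation 45 min | measured by = membrane potential fluorescence | benchmarks = high control isoproterenol alone, low control NPY with isoproterenol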
14-3-3 Bad inh: disrupts binding of bovine 14-3-3 zeta to phospho-Bad peptide; actives 0.71% (n = 220,000); inhibition, % at 21.7 µM; AID 781; P63103; TR-FRET 14-3-3zeta/Dy647-pBad peptide displacement, 1 h;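 active = inhibition above about 70%, limit read from the data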;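 note: 0% = full 14-3-3 plus peptide FRET controls and 100% = background without 14-3-3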
EP2 antag: inhibitors of human EP2 prostaglandin E2 receptor; P43116; C6 glioma cells expressing human EP2, cAMP TR-FRET; cells stimulated with saturating PGE2; inhibition, % at 25 µM; actives 0.52% (n = 260,000);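 active = percent inhibition above 40 after rounding to a whole number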;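 note: rat C6 glioma host cells with rolipram phosphodiesterase inhibitor present; the protocol text gives 20 µM as final concentration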
zfTRPN1 agonist: agonists of zebrafish TRPN1 channel. AID 1424. activation, % at 3 µM. HEK293 zebrafish TRPN1-YFP, Fluo-8 calcium fluorescence; 100% = response to 87 µM carbachol. actives 0.18% (n = 220,000);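 active = activation above its plate's cutoff, the mean activation of test wells on that plate plus 3 SD, cut at about 19% in these data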;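 note: 0% = DMSO alone and 100% = 87 µM carbachol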
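System: zebrafish TRPN1-YFP in HEK293 cells / Dosing: 3 µM single point / Timing: dye loading 1 h at 37 °C, then 30 min room temperature / Signal: Fluo-8 calcium fluorescence, excitation 470-495 nm, emission 515-575 nm / Read-out basis: percent activation from peak over basal fluorescence ratio, control-normalized / Control set: high carbachol 87 µM, low DMSO alone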
CHOP inhibitor: CHOP inhibition in unfolded protein response | inhibition, % at 10 µM | CHO-K1 CHOP-promoter luciferase, tunicamycin-induced, 15-18 h | actives 3.8% (n = 220,000);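 active = compounds that reduced the stress-induced luciferase reporter signal by more than about 70% of percent inhibition, limit read from the data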;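 note: 0% = tunicamycin plus vehicle and 100% = wells without tunicamycin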
* = called active by the depositor; . = not tested or not shown; & = joins results of further samples; [ ] = another dose, or the depositor's remark. A portion of the library, so the mix of outcomes need not match the whole.

SMILES	EP2 mod	NPY-Y1 PAM-ag	PPC-1+TRAIL kill	TRPML3 agonist	NPY-Y1 antag	14-3-3 Bad inh	EP2 antag	zfTRPN1 agonist	CHOP inhibitor
NC(=O)c1ccccc1OCC(=O)Nc1ccc(Cl)c(Cl)c1	-41	-3	-30	1.9	.	-3	4	3.2	-43
COc1ccc(-c2csc(COC(=O)C(C)(C)C)n2)cc1	-20	-4	20	0.5	.	3	8	-0.3	-5
Nc1nc(NCCCN2CCOCC2)nc(Nc2cccc(F)c2)c1[N+](=O)[O-]	-17	-5	4	-0.1	.	5	9	0.0	-6
O=C(CC1COc2ccccc2O1)Nc1ccccn1 (configuration not stated)	4	1	-29	0.5	1	-4	20	-0.5	-6
CCn1c(COc2ccc(C)cc2)nnc1SCC(=O)Nc1ccc(S(N)(=O)=O)cc1	-17	-1	4	-0.4	1	5	12	-0.6	8
CCCCn1c(SCC(=O)N2CCCC2)nc2c1c(=O)n(C)c(=O)n2C	14	-4	-7	0.2	1	3[fluorescence artefact?]	8	0.3	10
COc1cccc(CN2CCN(C(=O)c3cccc(F)c3)CC2)c1	.	8	.	0.1	0	.	.	0.6	.
COC(=O)c1ccc(-c2ccc(Cl)cc2)nc1C	13	-17	17	0.5	-3	0	4	0.1	26
CN1C(N)=NC(=O)/C1=C/c1ccccc1F	6	18	2	1.3	-1	-19	2	1.5	20
COc1ccc(C)cc1NC(=O)c1cc2c(CO)cnc(C)c2oc1=N	-1	-9	4	0.7	2	7	16	-0.9	-11
CCOc1ccc(N(CC(=O)NCc2ccco2)S(C)(=O)=O)cc1	13	2	13	-0.3	2	-10	1	-0.4	-10
COC(=O)c1c(-c2ccccc2Cl)noc1/C=C/N(C)C	-13	3	14	2.8	-3	-4	12	0.9	20
O=C(Cn1cnnn1)Nc1cccc(S(=O)(=O)N2CCCCC2)c1	-19	13	3	1.1	7	-14	4	0.6	26
COc1ccc2c(c1)c(C(=O)CN1CCc3ccccc3C1)c(C)n2C	-10	4	-3	-0.5	.	-17	8	-0.6	21
CCOC(=O)c1c(C)oc2c1c(C=NCc1ccccn1)c(O)c1ccccc12	13	0	25	0.5	-2	12	.	0.7	82*
CCCC(=O)Nc1cc(C)c(NC(=O)Cc2ccccc2)cn1	8	12	9	0.6	-6	-2	.	-0.8	8
CCCCC(CC)C(=O)Nc1ccc(C#N)cc1 (configuration not stated)	-20	-3	10	0.2	9	9	6	-1.0	45
c1ccc(-c2csc(Nc3ccc4c(c3)OCCO4)n2)cc1	18	10	37	0.3	-5	30	16	-0.9	90*
Cc1cc(OCC(=O)N(Cc2ccco2)C2CCS(=O)(=O)C2)cc(C)c1Cl (configuration not stated)	-31	10	-3	0.7	.	-3	11	1.2	11
O=C(NCC1CC1)Nc1cccs1	5	4	4	0.2	.	-2	10	0.9	8
C=CCNC(=O)CSc1nnc(-c2ccccc2Cl)n1-c1c(C)n(C)n(-c2ccccc2)c1=O	1	-12	-10	0.8	6	-3	4	-0.2	-2
COc1ccc(C2Nc3ccc(Br)cc3C(c3ccccc3)N2CC(=O)O)cc1 (configuration not stated)	18	-22	5	-0.7	17	-9	2	-2.6	-10
O=C(O)/C=C/C(=O)Nc1nccs1	-7	5	-3	-0.4	.	-6	8	-0.1	4
CNC(=S)NNC(=O)c1cccn(Cc2ccccc2)c1=O	6	7	9	0.4	3	-6	3	-0.2	19
CCOc1nc(NCCO)nc(Nc2ccc([N+](=O)[O-])cc2)n1	24	-3	30	0.7	10	7	5	1.2	-8

Remaining list, next part
SMILES	EP2 mod	NPY-Y1 PAM-ag	PPC-1+TRAIL kill	TRPML3 agonist	NPY-Y1 antag	14-3-3 Bad inh	EP2 antag	zfTRPN1 agonist	CHOP inhibitor
Cc1onc(-c2ccccc2Cl)c1C(=O)NCC1CCCO1 (configuration not stated)	24	5	-5	-1.0	-2	-5[fluorescence artefact?]	10	-0.8	0
COc1ccc(CCNC(=O)CNC(=O)Cn2cnc3sc(C)c(C)c3c2=O)cc1OC	-62	7	3	0.6	1	3	14	2.6	11
COc1ccccc1C(=O)Nc1nc2cc3c(cc2s1)OCO3	-38	-34	27	0.4	.	19	10	1.8	-50
CCOc1cc(-c2cc(-c3ccc(N)cc3)nc(N)c2C#N)ccc1O	-44	-53	-17	-1.3	4	.	32	-0.4	22
CCOC(=O)/C(=N\Nc1ccccc1Cl)N(C)C1CCS(=O)(=O)C1 (configuration not stated)	16	-1	-1	2.2	-2	-16	5	-0.6	12
Oc1c(CN2CCOCC2)cc(COCc2ccccc2)c2cccnc12	3	6	55*	-0.1	-1	6	19	0.2	.
CC(C)Oc1ccccc1C1CC(=O)Nc2cc3c(cc21)OCCO3 (configuration not stated)	1	-6	16	-0.5	9	-6	2	-0.3	.
O=C(NNc1cc(N2CCOCC2)nc(N2CCOCC2)n1)c1ccc(Cl)c(Cl)c1	-2	-4	-5	0.8	4	-1	4	1.3	20
O=C(/C=C/c1ccccc1Cl)Nc1cccc(S(=O)(=O)NC2=NCCCCC2)c1	-49	3	36	0.4	1	5	12	1.1	-13
COC(=O)c1[nH]c2ccccc2c1NC(=O)CN1CC(C)OC(C)C1 (configuration not stated)	-18	1	4	0.5	7	12	12	1.3	11
C/C(=N\NC(=S)Nc1ccc(C)cc1)c1cc2ccccc2o1	-27	-26	10	0.2	.	-23	12	-0.5	-20
Cc1cccc(OCCCC(=O)Nc2ccc3c(c2)OCO3)c1	-59	-40	-10	-0.9	18	-8	3	-0.5	18
CCc1nnc(NC(=O)c2nc3nc(C)cc(C)n3n2)s1	1	-4	38	-0.3	-2	0	.	-0.6	2
Cc1cccc(CN2CCN(CC(=O)NCc3cccs3)C2=O)c1	1	-16	-7	0.2	3	14[fluorescence artefact?]	10	-1.1	-22
CC(=O)NC(CCS(C)(=O)=O)C(=O)Nc1cccc(C(C)=O)c1 (configuration not stated)	11	8	16	1.9	-5	5[fluorescence artefact?]	7	-0.4	-3
CCC(C)(C)n1nnnc1CN1CCC(NC(=O)c2ccccc2C)CC1	23&23	-33	10	1.2	7	-1	1&11	1.6	-7
CCOC(=O)CCCSc1nc(-c2ccc3c(c2)OCO3)cc(C(F)(F)F)c1C#N	2&5	1	6	0.8	0	-8	15&6	0.2	-1
O=C(O)Cn1nc2ccccc2n1	-4	-13	9	0.6	-1	-5	4	1.1	-21
COC(=O)C1=C(C)NC(C)=C(C(=O)OC)C1c1ccccn1	13	6	11	1.5	0	-3	5	-0.6	-21
Cc1cc(C)c(N=C2SCC(=O)N2Cc2ccco2)c(C)c1	56	-22	7	-1.9	.	-2	9	-0.9	22
O=S(=O)(c1ccc(S(=O)(=O)N(Cc2cccs2)CC2CCCO2)cc1)N1CCCCC1 (configuration not stated)	5	5	5	1.3	-5	7	10	0.7	21
COC(=O)Nc1ccc(S(=O)(=O)N2CCCC(C(=O)N3CCC(C)CC3)C2)cc1 (configuration not stated)	-25	-5	19	1.8	3	-11	5	2.2	0
O=C(NCCCn1ccnc1)c1cc2cc([N+](=O)[O-])ccc2oc1=O	13	-2	21	0.8	1	4[fluorescence artefact?]	11	0.3	-6
O=c1ccc(Cc2ccccn2)n[nH]1	-1	-3	7	1.0	3	9	17	0.0	-10
COc1cc(OC)c2ccc(=O)oc2c1C(CCN1CCCC1)c1ccc(N(C)C)cc1 (configuration not stated)	23	.	6	.	.	-4	7	.	-5

The listing continues.
SMILES	EP2 mod	NPY-Y1 PAM-ag	PPC-1+TRAIL kill	TRPML3 agonist	NPY-Y1 antag	14-3-3 Bad inh	EP2 antag	zfTRPN1 agonist	CHOP inhibitor
O=C(O)c1cccc(N2C(=O)c3cccnc3C2=O)c1	7	0	19	0.6	4	-8[fluorescence artefact?]	5	0.2	14
COc1ccc(CCNC(=O)CSc2nnc(Cc3csc(N)n3)n2C)cc1OC	20	7	8	0.8	1	-9	2	0.9	18
COc1ccc(CCNC2CC(=O)N(CCc3ccc(OC)c(OC)c3)C2=O)cc1OC (configuration not stated)	7	-16	16	-0.1	-5	14	10	0.5	-15
COc1ccc(N2C(=O)CC(Sc3nc(C)c4c(n3)CCCC4)C2=O)cc1 (configuration not stated)	-9	1	15	0.1	1	-3	12	1.7	11
CC(NC(=O)c1ccc(S(=O)(=O)C(F)F)cc1)c1ccccc1 (configuration not stated)	-6	-9	11	0.2	3	-7	4	0.6	6
O=c1[nH]c2ccccc2nc1/C=C/c1ccc(O)cc1	-32	-4	12	2.6	-9	-15	5	3.7	29
CCN(CC)S(=O)(=O)c1cc(C(=O)Nc2cccnc2)ccc1Cl	5	6	4	0.6	-3	-8[fluorescence artefact?]	4	0.4	-27
Cc1cccc(C)c1NC(=O)CSC(=O)c1sc2ccccc2c1Cl	-9	-6	3	1.2	.	-4	11	1.1	24
COc1ccc(S(=O)(=O)Nc2cccc(/C=C/C(=O)O)c2)cc1	26	-18	9	0.5	-2	-8	4	-0.3	7
COc1ccc2nc(SCC(=O)N3CCN(c4ccc(F)cc4)CC3)c(C#N)cc2c1	-35&-2	-12	30	-0.4	14	-24	21&19	-2.2	8
COC(=O)Nc1ccc(S(=O)(=O)N2CCC(Cc3ccccc3)CC2)cc1	-39	-28	-21	0.3	-3	7	4	-1.3	17
COc1cccc(-c2nc(-c3ccccn3)no2)c1	-3	8	76*[5 µM]	-0.1	10	-3[fluorescence artefact?]	8	0.1	41
COc1ccc(C(C(=O)NC2CCCCC2)N2CCC3(CC2)OCCO3)cc1 (configuration not stated)	-2	7	20	0.7	2	-4	16	-1.9	19
COC(=O)c1sc(S(=O)(=O)N2CCC(C)CC2)c(C(=O)OC)c1C	55	-18	8	-0.1	9	5	4	-2.1	-27
CC(C)C(NC(=O)c1ccccc1)C(=O)NCCc1ccccc1 (configuration not stated)	18	-11	-9	0.2	-1	-5	7	5.2	0
CCOc1ccccc1N/C(=C(/C(Cl)=C(Cl)Cl)[N+](=O)[O-])n1cncn1	10	-6	-17	0.4	7	74*	-2	-0.1	-8
Nc1cccc(-c2cn3cc(C(F)(F)F)cc(Cl)c3n2)c1	-33	-25	33	0.4	6	42	8	0.1	-19

Whole records as entered above. Values in the order: EP2 mod, NPY-Y1 PAM-ag, PPC-1+TRAIL kill, TRPML3 agonist, NPY-Y1 antag, 14-3-3 Bad inh, EP2 antag, zfTRPN1 agonist, CHOP inhibitor
`COC(=O)Nc1ccc(S(=O)(=O)N2CCC(Cc3ccccc3)CC2)cc1` reads -39, -28, -21, 0.3, -3, 7, 4, -1.3, 17
`CC(C)C(NC(=O)c1ccccc1)C(=O)NCCc1ccccc1` (configuration not stated) reads 18, -11, -9, 0.2, -1, -5, 7, 5.2, 0
`COc1ccc(CCNC(=O)CSc2nnc(Cc3csc(N)n3)n2C)cc1OC` reads 20, 7, 8, 0.8, 1, -9, 2, 0.9, 18

Screens as filed in PubChem BioAssay.
